TPT1 inhibitor – Candida albicans TPT1 enzyme inhibitors, primary screen, biochemical, fluorescence polarization; tRNA 2'-phosphotransferase TPT1 (Candida albicans SC5314); recombinant caTPT1, FP RNA substrate dephosphorylation; inhibition, % at 5 µM; 0.81% of 300,000 active;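 active = inhibition above the mean of all tested compounds plus 3 SD, set per screening campaign, cut at about 24% in these data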;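 note: plate controls were DMSO alone for no effect and ferristatin control at 100 nM for full effect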
PREPL inhibitor – PREPL enzyme inhibitors, primary screen, biochemical, fluorescence polarization; recombinant PREPL, fluorescence polarization activity-based probe; inhibition, % at 5.96 µM; Prolyl endopeptidase-like (Homo sapiens), Q4J6C6; 0.68% of 320,000 active; AID 2751, 2010; in the data active = inhibition above about 43%;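 note: 0% = enzyme with DMSO and 100% = wells lacking enzyme; many of its hits are not listed in these tables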
PP1 inh – PP1-alpha phosphatase inhibitors, primary screen, counter-screen for PP5 inhibitor project, biochemical, fluorescence, OMFP substrate, single point. 0.9% of 320,000 active. AID 2235, 2010. inhibition, % at 6.7 µM. purified PP1alpha. Serine/threonine-protein phosphatase PP1-alpha catalytic subunit (Homo sapiens), P62136;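 active = inhibition above the mean inhibition of all tested compounds plus 3 SD, computed separately for each screening campaign, cut at about 15% in these data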
HCV core dimer – inhibitors of HCV core protein dimerization, primary screen, biochemical, TR-FRET, high-throughput; TR-FRET GST/Flag-core106 dimerization, 1536-well; inhibition, % at 5 µM; 0.33% of 300,000 active;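 active = inhibition above the mean of all tested compounds plus 3 SD, set per screening campaign, cut at about 45% in these data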
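assay system = GST-tagged and Flag-tagged HCV core protein residues 1-106 | controls = unlabelled core106 and no-GST-core106 wells | incubation = compound-protein-antibody incubation 4 h at 22.5 °C | probe or stimulus = Eu donor and XL665 acceptor anti-tag antibodies | read-out = % inhibition based on acceptor/donor emission ratio | signal = TR-FRET 671 and 617 nm emission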
CTSL1 counter – Fasciola hepatica cathepsin L1 inhibitors, primary screen, counter-screen for PFM18AAP inhibitor project, biochemical, QFRET, fluorogenic peptide substrate. recombinant F. hepatica cathepsin L1, Z-Leu-Arg-MCA fluorescence. inhibition, % at 5.96 µM. 0.49% of 300,000 active. AID 1906, 2009;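 active = inhibition above the mean of all tested compounds plus 3 SD, set per screening campaign, cut at about 17% in these data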;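 note: 0% = plate median of test compound wells and 100% = 1 µM Z-Phe-Ala-diazomethylketone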
GASC-1 inh – inhibitors of GASC-1 histone demethylase, primary screen, biochemical, fluorescence, DELFIA europium | GST-JMJD2C(1-420) H3K9me3 demethylation | inhibition, % at 2.35 µM | 0.069% of 330,000 active | AID 2099, 2009;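 active = more than half of a compound's replicate wells show inhibition beyond 50%, single wells judged on their own value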;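 note: signal counts dimethyl H3K9 product captured on neutravidin plate; 0% = median of DMSO wells and 100% = 0.3 times that DMSO median; strong numbers were not always called active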
Target sequence (Q9H3R0 1-420 limits assumed): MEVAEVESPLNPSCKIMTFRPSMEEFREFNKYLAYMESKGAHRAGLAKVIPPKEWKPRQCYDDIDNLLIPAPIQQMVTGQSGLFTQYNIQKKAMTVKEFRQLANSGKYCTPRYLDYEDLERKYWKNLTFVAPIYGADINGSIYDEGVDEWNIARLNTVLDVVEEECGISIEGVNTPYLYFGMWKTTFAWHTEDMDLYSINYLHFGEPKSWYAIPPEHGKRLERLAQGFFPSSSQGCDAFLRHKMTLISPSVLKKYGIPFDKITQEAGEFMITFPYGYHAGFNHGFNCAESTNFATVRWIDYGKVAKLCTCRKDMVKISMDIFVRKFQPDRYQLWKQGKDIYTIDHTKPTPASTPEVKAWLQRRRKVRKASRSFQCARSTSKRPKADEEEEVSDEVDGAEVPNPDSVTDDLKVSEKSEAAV
PP5 inh – PP5 phosphatase inhibitors, primary screen, biochemical, fluorescence. purified PP5c, OMFP substrate fluorescence. inhibition, % at 6.7 µM. 0.18% of 320,000 active;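 active = inhibition above the campaign's mean inhibition across all tested compounds plus 3 SD, cut at about 9.5% in these data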;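 note: 0% = DMSO only and 100% = 100 µM cantharidin control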
Target sequence (P53041 whole entry, looked up): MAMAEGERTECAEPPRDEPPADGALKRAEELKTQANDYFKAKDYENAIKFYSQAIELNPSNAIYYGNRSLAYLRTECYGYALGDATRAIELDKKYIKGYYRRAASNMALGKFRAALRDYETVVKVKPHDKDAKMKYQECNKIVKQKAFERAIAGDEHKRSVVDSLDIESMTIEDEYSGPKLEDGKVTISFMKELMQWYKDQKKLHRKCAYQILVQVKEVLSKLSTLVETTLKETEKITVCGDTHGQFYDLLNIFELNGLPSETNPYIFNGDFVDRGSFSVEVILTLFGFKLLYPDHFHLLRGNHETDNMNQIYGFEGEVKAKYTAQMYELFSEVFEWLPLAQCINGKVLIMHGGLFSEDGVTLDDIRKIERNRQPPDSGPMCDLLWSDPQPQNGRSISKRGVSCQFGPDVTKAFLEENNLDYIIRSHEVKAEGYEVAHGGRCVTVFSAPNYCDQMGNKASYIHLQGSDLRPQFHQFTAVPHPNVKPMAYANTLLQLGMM
Efflux pump inh – inhibitors of Candida efflux pumps in yeast, primary screen, S. cerevisiae, Nile Red, multiplex; S. cerevisiae Candida pump triplex; inhibition, % at 10 µM; 0.44% of 330,000 active;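 active = plate passing quality check with inhibition over a set limit, or well fluorescence over plate mean plus 4 SD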;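 note: Nile Red retained in pooled yeast measured as flow cytometry median fluorescence; 0% = buffer negative control and 100% = Enniatin B positive control; higher means more Nile Red kept so more efflux inhibition; some compounds called inactive have numbers as strong as hits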
LYPLA2 inh – LYPLA2 inhibitors, primary screen, counter-screen for PME1 inhibitor project, biochemical, fluorescence polarization, FP-Rh probe ABPP; AID 2177, 2009; 0.38% of 320,000 active; recombinant LYPLA2; inhibition, % at 5.9 µM;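 active = inhibition above the screen-wide mean plus 3 SD, limit set per campaign, cut at about 26% in these data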;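 note: 0% = LYPLA2 with DMSO and 100% = wells lacking LYPLA2 enzyme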
* = called active by the depositor; i = inactive; . = not tested or not shown; & = joins results of further samples.

Results follow in this order: TPT1 inhibitor	PREPL inhibitor	PP1 inh	HCV core dimer	CTSL1 counter	GASC-1 inh	PP5 inh	Efflux pump inh	LYPLA2 inh
- O=C1/C(=C/c2cccnc2)N2CCC1CC2
→ 3	5	-2	1	-7	-4	1.5	0.1	3
- Cc1c(C(=O)C(=O)N2CCC3(CC2)OCCO3)c2ccccc2n1C
→ -2	14	-7	-26	7	8	-8.5	-0.1	3
- CCOP(=O)(Cc1cc(C(=O)CC)c(C)o1)OCC
→ 2	9	2	-1	0	-1	1.0	0.1	-6
- CCOC(=O)C(O)(c1ccc(NC(=S)NC(=O)c2ccc(Cl)cc2Cl)cc1)C(F)(F)F (configuration not stated)
→ 0	-13	3	5	7	6	6.0	-0.2	-19
- O=C1c2ccccc2C(=O)N1Cc1nc2ccccc2c(=O)n1-c1ccc(Br)cn1
→ 0	-4	-4	11	3	-2	2.0	0.0	-1
- COc1cc(CNCCc2ccc3c(c2)OCO3)ccc1O
→ -1	8	-2	0	-1	5	0.0	0.1	0
- Cn1cccc1CN1CCN(C(=O)COc2ccccc2)CC1
→ -2	-8	2	2	-2	-26	0.6	-0.2	-2
- CCOC(=O)c1ccc(NC(=O)N2C[C@@H]3C[C@@H](C2)c2cccc(=O)n2C3)cc1
→ -1	10	-6	2	2	i	-0.5	-0.1	-1
- NC(Cc1nc2ccccc2[nH]1)c1ccc(Cl)cc1 (configuration not stated)
→ -6	-2	2	-4	4	1	-0.2	-0.1	6
- O=C1NC(=O)C(=C/C=C/c2coc3ccc(Br)cc3c2=O)C(=O)N1
→ 39*	-34	1	4	2	7	0.1	3.5*	-249
- Cn1c(O)c(/C=N/N2CCOCC2)c(=O)[nH]c1=S
→ -3	14	-3	6	-5	-6	2.8	0.1	-6
- Cc1ccc2c(c1)C1CN(C)CCC1N2C(=O)c1cccnc1Cl (configuration not stated)
→ 3	5	-4	-3	-1	-4	0.2	0.0	1
- CCOc1cc(C2C(C#N)=C(N)Oc3c2c(=O)oc2ccccc32)ccc1OC(=O)c1cccs1 (configuration not stated)
→ 0	16	6	28	2	-3	0.8	0.5	-52
- CN1C(=O)C(=Cc2ccc(N3CCOCC3)o2)C(=O)N(C)C1=O
→ 136*	-4	8	-13	3	4	6.2	0.1	0
- O=c1c2ccccc2ncn1-c1ccc([N+](=O)[O-])c(C(F)(F)F)c1
→ 0	2	2	0	-3	3	2.5	0.2	-1
- CC(=NC1CCN(Cc2ccccc2)CC1)c1c(O)n(C)c(=O)n(C)c1=O
→ -3	2	-2	-3	2	-5	-0.7	0.5	13
- CCOC(=O)C1C(=O)N(C)C2(C)CC1c1ccccc1O2 (configuration not stated)
→ 2	-3	-3	-3	-1	1	2.5	0.0	-7
- CC(C)(C)C(=O)OC[N+](C)(C)CCOC(=O)C(O)(c1ccccc1)C1CCCC1 (configuration not stated)
→ -5	-1	-1	0	0	-2	0.2	-0.1	0
- CCCCNC(=O)Nc1ccc(C(O)(C(=O)OC)C(F)(F)F)cc1 (configuration not stated)
→ 1	5	3	0	-2	1	1.9	0.1	0
- CCOC(=O)c1ccc2c(c1)n(Cc1ccccc1)c(C)[n+]2CC
→ -4	-1	0	0	4	3	1.3	-0.3	7
- O=C(COc1ccccc1Cl)N1CCCC(N2CCN(c3ccc(F)cc3)CC2)C1 (configuration not stated)
→ -3	-24	-2	10	-5	-23	-0.8	0.1	-1
- O=C(/C=C/c1ccc2c(c1)OCO2)c1c(O)n(CCC2=CCCCC2)c(=O)[nH]c1=O
→ 11	9	3	-5	0	15	1.2	0.1	-7
- O=c1[nH]c(=O)n(-c2ccc(F)cc2)c(O)c1C=NCCN1CCCCC1
→ 2	14	0	-6	-2	-2	0.4	0.5	5
- Cc1nc2ccccc2c(=O)n1-c1ccc(Cl)cc1Cl
→ 6	-1	0	-1	0	9	1.0	0.0	0
- Cc1ccc(CNCCc2ccc(F)cc2)s1
→ -1	-28	-3	6	4	-7	2.0	-0.1	5
- CCOC(=O)C(O)(c1ccc(NC(=O)NC)cc1)C(F)(F)F (configuration not stated)
→ 1	-3	-5	1	0	-15	-1.4	0.0	2
- O=C(NC(c1ccc(Cl)cc1)P(=O)(Oc1ccccc1)Oc1ccccc1)OCc1ccccc1 (configuration not stated)
→ -1	-3	-3	17	2	6	-0.5	0.0	8
- O=C1NC(=O)N(CCc2ccc(F)cc2)C(=O)/C1=C/C=C/c1ccccc1
→ 13	-2	-3	10	-4	15	-0.2	0.1	-3
- CCCCOP(=O)(OCCCC)/C(C#N)=C(/C)O
→ -1	8	-2	-5	-2	-9	-0.7	0.1	-2
- CCOP(=O)(OCC)C(NC(=O)c1cccc(C)c1)C(Cl)(Cl)Cl (configuration not stated)
→ 1	22	-3	1	-1	-12	3.0	0.2	-6

Next part (3 carried over from the part before).
Results follow in this order: TPT1 inhibitor	PREPL inhibitor	PP1 inh	HCV core dimer	CTSL1 counter	GASC-1 inh	PP5 inh	Efflux pump inh	LYPLA2 inh
- O=C1NC(=O)N(CCc2ccc(F)cc2)C(=O)/C1=C/C=C/c1ccccc1
→ 13	-2	-3	10	-4	15	-0.2	0.1	-3
- CCCCOP(=O)(OCCCC)/C(C#N)=C(/C)O
→ -1	8	-2	-5	-2	-9	-0.7	0.1	-2
- CCOP(=O)(OCC)C(NC(=O)c1cccc(C)c1)C(Cl)(Cl)Cl (configuration not stated)
→ 1	22	-3	1	-1	-12	3.0	0.2	-6
- COc1ccc(CCNCc2sccc2C)cc1OC
→ -1	3	0	-7	-2	-15	1.2	0.3	4
- Cc1ccsc1C(=O)C1CCCN(Cc2sc(N(C)C)nc2Cl)C1 (configuration not stated)
→ -6	-3	0	2	-5	-1	0.5	-0.1	0
- O=C(Nc1ccc(Cl)c(Cl)c1)c1ccco1
→ -1	-24	-4	-14	0	-19	4.1	0.3	2
- S=c1[nH]c2ccccc2[nH]1
→ -2	11	-1	-5	0	-4	-1.9	-0.1	13
- CCN(CC)CCCNC(=O)c1c(O)c2ccccc2n(Cc2ccccc2)c1=O
→ 2	20	0	-6	2	-12	1.5	0.0	5
- CCC(C)NC(=O)c1c(N)n(Cc2ccc3c(c2)OCO3)c2nc3ccccc3nc12 (configuration not stated)
→ 2	4	3	3	-1	38	3.8	0.0	3
- CCCCn1c(=O)c(C(=O)Nc2ccccn2)c(O)c2ccccc21
→ 2	-12	5	4	-2	-15	1.7	0.0	-1
- O=C1CC(=O)N(c2ccccc2)C(=O)N1c1ccccc1
→ 23	-14	-1	-1	0	62	2.1	0.2	0
- CCOC(=O)C1(CCCc2ccccc2)CCN(C2CCC2)CC1
→ -5	-17	-3	-5	-3	-1	1.0	-0.2	5
- CN(C)c1nc(-c2ccccc2)[n+](C)s1
→ -2	7	1	-20	1	-2	2.0	-0.2	-1
- FC(F)(F)c1ccc(NC2=NCCCS2)cc1
→ -2	3	-1	-2	-10	15	-0.8	0.0	7
- COc1ccc2[nH]cc(CCN(C)C)c2c1
→ -1	3	-3	2	-1	26	-1.7	0.0	4
- COc1ncccc1C(=O)NCC(CC(=O)O)c1ccccc1 (configuration not stated)
→ -2	4	-5	-4	-1	7	0.4	0.0	0
- CCCCN1C(=O)NC(=O)/C(=C/c2cnc(SC)nc2)C1=O
→ 8	-8	-4	6	6	4	-2.9	0.1	-8
- CCC(=NCc1cccnc1)c1c(O)n(-c2ccc(Cl)cc2)c(=O)[nH]c1=O
→ -5	7	-6	3	1	6	1.5	0.1	6
- COc1cccc([C@@]2(O)CCCC[C@@H]2CN(C)C)c1
→ -1&-2	11&-1	-1&-7	0&-1	1&-2	2&6	1.1&-2.2	-0.4&0.1	5&-7
- COCCNC(=O)N1[C@H]2CC[C@@H]1C(C(=O)OC)=C(c1ccc(OC)c(OC)c1)C2
→ .	2	1	.	.	2	0.6	-0.2	6
- CCN(C(=O)COC(=O)Cc1ccccc1)c1c(N)n(Cc2ccccc2)c(=O)[nH]c1=O
→ .	2	4	.	.	7	1.4	-0.1	7
- CC(C)(C)c1cc(OC(=O)Cc2ccccc2)ccc1O
→ 2	3	1	-2	-6	2	5.0	-0.1	-2
- O=C(C(=C1N(Cc2ccc(Cl)nc2)CCN1Cc1ccc(Cl)nc1)[N+](=O)[O-])C(Cl)Cl
→ -1	18	-1	-13	-1	10	2.7	-0.2	10
- COc1ccc(OP(=O)(Nc2ccccc2)Nc2ccccc2)cc1
→ -1	0	-1	-1	2	1	1.5	0.2	-1
- CN1C(=O)C(Cc2ccc(OCc3ccccc3)cc2)C(=O)N(C)C1=O
→ -1	2	2	-7	1	50*	1.4	0.2	4
- CCn1ccnc1CN1CCCC(C(=O)c2ccc(OC)cc2OC)C1 (configuration not stated)
→ 1	9	-1	-1	0	-2	-1.0	0.0	6
- CSc1ncc(/C=C2/C(=O)NC(=O)N(c3ccc(C)cc3)C2=O)cn1
→ -3	4	-4	4	2	15	-1.9	0.0	12
- N#CC1=C(N)Oc2c(c(=O)sc3ccccc23)C1c1cccnc1 (configuration not stated)
→ 0	11	0	-3	3	-24	1.2	-0.1	0
- c1ccc(CCCN2CCN(CCOC(c3ccccc3)c3ccccc3)CC2)cc1
→ 0	2	6	-4	3	-15	1.5	0.1	4
- Cc1ccc(C2NC(=S)NC(c3ccc(C)cc3)C23C(=O)NC(=O)NC3=O)cc1 (configuration not stated)
→ 1	2	-1	-4	-2	-8	-0.2	-0.1	1
- CN(C)P1(N(C)C)=NC(C(F)(F)F)=NC(C(F)(F)F)=N1
→ -2	-3	5	-7	-4	-1	-5.9	-0.2	-5
- C/C(Cl)=C/CC1(CN2CCCC2=O)C(=O)NC(=O)NC1=O
→ 1	7	1	-2	1	0	3.0	-0.1	9
- CC(=O)O[C@@]12CO[C@@H]1C[C@H](O)[C@@]1(C)C(=O)[C@H](O)C3=C(C)[C@@H](O)C[C@@](O)([C@@H](OC(=O)c4ccccc4)C12)C3(C)C (some centres not stated)
→ -2	2	-3	1	0	3	-1.2	-0.2	3
- CC12CCC3C(CC=C4CC(O)CCC43C)C1C/C(=C\c1ccccc1F)C2=O (configuration not stated)
→ -2	-2	-3	11	0	-5	0.1	-0.4	-5
- NC(N)=N/N=C/c1ccc(N(c2ccccc2)c2ccccc2)cc1
→ -2	77*	38*	-18	3	1	5.8	0.0	8
- CC(C)c1ccc(N2C(=O)NC(=O)/C(=C/c3cnc(-c4ccccc4)nc3)C2=O)cc1
→ 8	5	0	7	3	-9	-2.0	-0.2	0
- O=C(c1ccc(F)cc1)N1CCC2(CC1)OCCO2
→ 4	-3	-4	8	1	-2	0.2	0.0	-2
- COc1ccc(SCC2CN(C)CCC2c2ccc(F)cc2)cc1 (configuration not stated)
→ -2	0	-3	-5	-3	7	0.7	0.2	6
- CC1(C)N2CC3([N+](=O)[O-])CN1CC([N+](=O)[O-])(C2)C3
→ 4	4	-3	-3	5	10	0.3	0.1	2

These rows are one share of the data; count on the stated rates, not on these rows.
